# KB-3-1 cytotox: kills parental KB-3-1 adenocarcinoma cells; actives 1.4% (n = 400,000); KB-3-1 viability, CellTiter-Glo ATP luminescence, 72 h; AID 1347075; Potency, µM (highest dose often 46.1 µM), for inactives: at the highest dose activity change, negative = cytotoxic, most hits filed as cytotoxic; further: potency means the concentration at half of the fitted maximal effect; on the % scale 0 is the no-effect control and ±100 the full control effect; nearly all actives have a fitted effect of over 60% in size
#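 Parental KB-3-1 viability, qHTS format: 72 h compound exposure, 37 °C; CellTiter-Glo; media-only wells and DMSO plates as controls; concentration-effect fits on corrected data.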
# KB-V1 MDR tox: kills drug-selected multidrug resistant KB-V1 cells | Potency, µM (titrated, usually from 46.1 µM), for inactives: at the top dose activity change, negative = cytotoxicity, most hits filed as cytotoxic | actives 3.4% (n = 400,000) | AID 1347076 | KB-V1 MDR cells viability, CellTiter-Glo, 72 h; further: potency means the concentration at half of the fitted maximal effect; on the % scale 0 is the no-effect control and ±100 the full control effect; nearly all actives have a fitted effect of over 60% in size
#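 KB-V1, DMEM (no phenol red) + 10% FBS; cpd pin-transferred, titration series; 72 h, 37 degrees C; CellTiter-Glo, luminescence. Data normalized, curve-fit.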
# D3 ag: D3 dopamine receptor (human) agonism | P35462 | D3R DiscoveRx beta-arrestin cells, luminescence, 90 min | max activation, % | actives 0.58% (n = 410,000) | AID 652048; in the data active means max activation above about 30%; further: 0% is about no effect; mostly tested at two doses, the higher about 12 µM
# Target sequence (P35462 whole entry, looked up): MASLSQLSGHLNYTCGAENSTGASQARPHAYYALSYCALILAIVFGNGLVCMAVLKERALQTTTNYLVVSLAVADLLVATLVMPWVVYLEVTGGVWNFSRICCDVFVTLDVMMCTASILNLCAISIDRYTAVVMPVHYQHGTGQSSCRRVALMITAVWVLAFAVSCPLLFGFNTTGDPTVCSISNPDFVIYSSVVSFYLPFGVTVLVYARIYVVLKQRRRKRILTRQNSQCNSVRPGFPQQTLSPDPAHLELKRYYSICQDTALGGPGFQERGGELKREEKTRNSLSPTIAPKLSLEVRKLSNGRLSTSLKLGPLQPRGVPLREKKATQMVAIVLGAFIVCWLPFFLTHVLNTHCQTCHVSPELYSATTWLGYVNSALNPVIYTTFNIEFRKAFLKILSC
#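 Agonist mode: compounds and dopamine controls were applied to plated cells for 90 min at 37 degrees C after an overnight attachment at 1500 cells/well. Luminescent read-out followed 30 - 60 minutes at room temperature with DiscoveRx detection reagent.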
# HEK293 tox: cytotoxicity counter-screen for GLP-1 receptor inverse agonists; Potency, µM (top dose mostly 38.3 µM), for the others: top-dose activity change, negative = inhibition, actives largely listed as inhibitors; HEK293 cAMP-luciferase reporter cells, luminescence, 24 h; actives 0.13% (n = 410,000); AID 624418;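 further: loss of luciferase light is scored as toxicity; potency means the concentration at half of the fitted maximal effect; on the % scale 0 is the no-effect control and ±100 the full control effect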
#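 Compound-treated cells are incubated 24 hr at 37 deg C under 5% CO2 after a 12 hour attachment period, then luciferase detection reagent is added and luminescence is measured following 12 min at room temperature; lowered signal indicates toxicity.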
# SW480 rereplic: DNA re-replication induction in SW480 cells; SW480 DNA re-replication, Hoechst DNA content imaging, 48 h; Potency, µM (top dose mostly 46.1 µM), for inactives: at the highest dose re-replication activation, usual class: activators; actives 1.8% (n = 340,000); AID 624297; further: potency means the concentration at half of the fitted maximal effect; % of control where 0% means no effect; nearly all actives have a fitted effect of over 55% in size
#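 SW480 cells exposed to compounds for 48 hr at 37 C, 5% CO2, then Hoechst-stained 40 min. Nuclear DNA content imaged by fluorescence scanning (405 nm excitation, 500-530 nm emission); re-replication scored as increased high-intensity nuclei.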
# HT1080-NT tox: kills 2HG-producing HT-1080-NT fibrosarcoma cells; actives 1.6% (n = 360,000); HT-1080-NT fibrosarcoma viability, CellTiter-Glo ATP luminescence, 48 h; Potency, µM (doses to about 46.1 µM), inactives show at the top dose activity, negative = less viability, usual class: cytotoxic;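 further: NT is the 2HG producing partner of a matched IDH1 knockdown line; potency means the concentration at half of the fitted maximal effect; 0% = DMSO-treated cells and -100% = media-only wells without cells; nearly all actives have a fitted effect of over 55% in size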
#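 Viability of the 2HG-overproducing fibrosarcoma line after 48 hours of compound exposure at 37 degrees C was determined by luminescence with CellTiter-Glo, and concentration-effect curves were then fitted and categorized.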
# IL1B secr inh: inflammasome signaling inhibition, IL-1 beta readout | THP-1 LPS/ATP IL-1B secretion, AlphaLISA, 16 h; stronger effect = lower value | actives 4.7% (n = 360,000) | activity change, % at 57.5 µM; in the data active means activity change below about -50%; inconclusive means mostly about -30% to -49%; further: on the % scale 0 is the no-effect control and ±100 the full control effect
#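 Secreted IL-1B measured by AlphaLISA bead assay after 16 h compound exposure of THP-1 cells; compounds (final up to 57.5 uM) added 1 h before LPS (250 ng/mL) and ATP (1.25 mM) stimulation; lower signal means less secretion.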
# HT1080 IDH1KD tx: kills HT-1080 cells with IDH1 knockdown | HT-1080 IDH1 knockdown viability, ATP luminescence, 48 h | Potency, µM (doses to about 46.1 µM), without a hit: top-dose activity, negative = toxicity, actives largely listed as cytotoxic | actives 2% (n = 360,000);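 further: potency means the concentration at half of the fitted maximal effect; 0% = DMSO wells and -100% = cell-free medium wells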
#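 % activity derives from luminescence (CellTiter-Glo), normalised to DMSO and no-cell wells. HT-1080-IDH1KD cells, 750/well, had 48 h compound exposure at 37 °C.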
# MCF10A rerep: induces DNA re-replication in MCF 10a normal breast cells; MCF 10A DNA re-replication, Hoechst nuclear intensity, 48 h; Potency, µM (doses to about 46.1 µM), inactives show at the highest dose activity, positive = re-replication, hits mostly activators; actives 2.9% (n = 350,000); AID 624296; further: potency means the concentration at half of the fitted maximal effect; % of control where 0% means no effect; nearly all actives have a fitted effect of over 50% in size
# * marks the source's active call; other numbers are inactive results; i = inactive; ? = inconclusive; nt = no result given; [ ] = remark or other dose. Unless noted, the call rests on the fitted dose curve; in most records, active means well fitted curve in the direction sought with a large enough effect; inconclusive means small, poorly fitted or top-dose-only effect, or another doubt; inactive means no such curve, though single readings can be large; an effect the other way counts as inactive or inconclusive. Compounds were not picked by outcome; overall some 11% were active at least once.
# Assay codes – A = KB-3-1 cytotox; B = KB-V1 MDR tox; C = D3 ag; D = HEK293 tox; E = SW480 rereplic; F = HT1080-NT tox; G = IL1B secr inh; H = HT1080 IDH1KD tx; I = MCF10A rerep
Cc1cc2cc(CN(CC3CCCO3)C(=S)NCc3ccco3)c(=O)[nH]c2cc1C (configuration not stated)
  A: 0%; B: -11%; C: -10; D: ?; E: 2%; F: -9%; G: -75*; H: -6%; I: ?
Cc1cc(NC(=O)C23CCC(C)(C(=O)O2)C3(C)C)no1 (configuration not stated)
  A: -1%; B: -11%; C: -5; D: 12%; E: -5%; F: -4%; G: -3; H: -6%; I: -4%
CCCn1c(C)cc(-c2csc(NC(=O)CCc3nc4ccccc4c(=O)[nH]3)n2)c1C
  A: 16%; B: -13%; C: 14; D: 5%; E: -15%; F: -6%; G: -2; H: -3%; I: 0%
CCc1cccc(NC(=O)c2nc(-c3ccncc3)no2)c1
  A: 4%; B: ?; C: -7; D: 14%; E: nt; F: nt; G: nt; H: nt; I: nt
O=C(Cn1ncc2c([nH]c3ccccc32)c1=O)NCCc1ccccc1
  A: 0%; B: -14%; C: -9; D: -1%; E: 7%; F: 0%; G: 14; H: ?; I: 2%
Cc1ccc(N(C(=O)c2ccc(S(=O)(=O)N(C)C)cc2)C2C=CS(=O)(=O)C2)cc1 (configuration not stated)
  A: -4%; B: -8%; C: -1; D: -18%; E: 2%; F: 3%; G: -6; H: -3%; I: 1%
NC(=O)Cn1c2[n+](c3ccccc31)CC(O)CS2 (configuration not stated)
  A: 7%; B: 9%; C: 1; D: -2%; E: 0%[9.22 µM]; F: 11%; G: 8; H: 11%; I: -3%
COc1nnc(-c2ccc(C)c(S(=O)(=O)NCCO)c2)c2ccccc12
  A: 4%; B: 15%; C: 2; D: -22%; E: -8%; F: -4%; G: -6; H: -4%; I: -4%
Cc1ccccc1-c1noc(-c2ccc(N3CCOCC3)c([N+](=O)[O-])c2)n1
  A: -2%; B: 4%; C: 4; D: 5%; E: nt; F: nt; G: nt; H: nt; I: nt
CCn1cc(C(=O)NCc2ccco2)c(=O)c2ccc(C)nc21
  A: -1%; B: -26%; C: -5; D: 7%; E: -5%; F: 20%; G: -8; H: 26%; I: -7%
Fc1ccc(C2=CSC3=NCCN23)cc1
  A: -6%; B: -6%; C: -1; D: 1%; E: 4%; F: 12%; G: 16; H: 15%; I: -3%
COc1ccc(C(=O)OCCc2ccc(O)cc2)cc1
  A: -6%; B: 0%; C: -14; D: 5%; E: -3%; F: -1%; G: 4; H: 0%; I: 11%
O=C1OCCC1Sc1nnc(-c2ccccc2Br)n1Cc1ccccc1 (configuration not stated)
  A: 18%; B: -5%; C: 1; D: 10%; E: -3%; F: 13%; G: -54*; H: 18%; I: 2%
CCNc1ccc(S(=O)(=O)N(C)C)cc1NCC(=O)Nc1ccc(Br)cc1F
  A: -19%; B: 16µM*; C: -23; D: -7%; E: 2%; F: -5%; G: -1; H: -2%; I: 5%
COc1ccc(Nc2oc(COc3ccccc3OC)nc2C#N)cc1
  A: 0%; B: -13%; C: -9; D: 5%[1.53 µM]; E: -9%; F: -9%; G: -6; H: -4%; I: ?
CC(=O)Nc1ccc(-c2ccnc3c2CC(C(=O)NCc2cccc(Cl)c2)O3)cc1 (configuration not stated)
  A: 3.3µM*; B: ?; C: -9; D: ?; E: nt; F: ?; G: 29; H: 1.6µM*; I: nt
COc1cc2c(cc1OC)C(COc1ccc([N+](=O)[O-])cc1)NCC2 (configuration not stated)
  A: -3%; B: 1%; C: 0; D: -9%; E: -22%; F: -23%; G: 0; H: 0%; I: -1%
CCCNc1nc(-c2ccccc2)c(C(=O)OCC)cc1C#N
  A: ?; B: -32%; C: -18; D: -14%; E: 16µM*; F: ?; G: 23; H: ?; I: 12µM*
COC(=O)c1ccc(S(=O)(=O)N(CCO)Cc2ccccc2)n1C
  A: 3%; B: ?; C: 6; D: -1%; E: -9%; F: 1%; G: 1; H: 6%; I: -1%
CCOC(=O)c1ccccc1NC(=O)NCc1cccn1Cc1ccc(F)cc1
  A: ?; B: -14%; C: -7; D: -13%; E: nt; F: nt; G: nt; H: nt; I: nt
O=C(N/N=C/c1c[nH]c2ccc(Br)cc12)C1CC1
  A: -1%; B: 0%; C: 2; D: -11%; E: ?; F: 8%; G: 4; H: 2%; I: 2%
O=S1(=O)CC(O)C(NCc2ccco2)C1 (configuration not stated)
  A: -1%; B: 28%; C: -1; D: 8%; E: -2%; F: -1%; G: -13; H: 0%; I: -184%[0.0737 µM]
CC(CCl)n1c(=O)c2ccccc2n1C(=O)c1ccccc1 (configuration not stated)
  A: 5%; B: -24%; C: 6; D: 13%; E: nt; F: 1%; G: 2; H: -18%; I: nt
C=CC1(C)CN(Cc2ccco2)S(=O)(=O)c2c(F)cccc2O1 (configuration not stated)
  A: 3%; B: -7%; C: 2; D: -2%; E: ?; F: 14%; G: -2; H: 10%; I: ?
Cn1c(=O)c(-c2ccccc2[N+](=O)[O-])c(Cl)c2ccccc21
  A: 1%; B: -8%; C: -7; D: 0%; E: 0%[9.22 µM]; F: -17%; G: 22; H: -16%; I: -5%
COc1ccc(CNCc2ccc3c(c2)OCO3)c(OC)c1OC
  A: -5%; B: 14%; C: -5; D: 11%; E: -1%; F: -11%; G: 4; H: -1%; I: -2%
CCN1C(=O)c2cccc3c(NC(=O)C4CCCCC4)ccc1c23
  A: -1%; B: ?; C: 30; D: -16%; E: 3%; F: -4%; G: 11; H: -21%; I: 0%
COc1ccccc1NC(=O)CN(Cc1ccccc1)S(C)(=O)=O
  A: -7%; B: 12%; C: 2; D: 8%; E: 4%; F: -4%; G: 5; H: -1%; I: 2%
CCN(CC(=O)NC1CCS(=O)(=O)C1)C(C)C(=O)Nc1ccc(F)cc1 (configuration not stated)
  A: -6%; B: -3%; C: -6; D: 5%; E: -8%; F: 17%; G: 0; H: 9%; I: -4%
CCCCN(CCCC)CCNC(=O)CN1C(=O)COc2ccc(S(=O)(=O)N3CCC(C)CC3)cc21
  A: -1%; B: -1%; C: -3; D: -2%; E: 1%; F: -2%; G: ?; H: 8%; I: 5%
CCOc1ccc(-n2c(C)nc3cc(C(=O)NCCCN4CCOCC4)ccc32)cc1
  A: -3%; B: 11%; C: -5; D: -8%; E: 1%; F: -3%; G: -8; H: 7%; I: 1%
CC(C)c1ccc(OC(=O)c2cccc(S(=O)(=O)N3CCN(C)CC3)c2)cc1
  A: 8%; B: 1%; C: -8; D: 3%; E: -1%; F: -18%; G: i; H: -17%; I: 1%
CCn1c2ccccc2c2cc(NC(=O)c3ccccc3-c3ccccc3C(=O)O)ccc21
  A: 2%; B: 2%; C: 3; D: -15%; E: -14%; F: -1%; G: 18; H: -3%; I: -3%
COc1ccc(CNc2c(CO)cnc3c2cnn3C)cc1
  A: -5%; B: 13%; C: 4; D: -8%; E: 14%; F: -13%; G: 38; H: ?; I: 15µM*
O=C(O)c1ccc(COc2ccccc2[N+](=O)[O-])o1
  A: -4%; B: 35%; C: -7; D: -20%; E: -12%; F: 1%; G: -5; H: 7%; I: -9%
CCC(=O)N1c2ccc(S(=O)(=O)N3CCN(C)CC3)cc2CC1C (configuration not stated)
  A: -24%; B: 0%; C: -8; D: 3%; E: 8%; F: -3%; G: 20; H: -5%; I: 9%
COc1ccc(S(=O)(=O)N2CCCCC2)cc1
  A: -4%; B: 9%; C: 7; D: 3%; E: ?; F: -2%; G: 6; H: -2%; I: 5%
O=C(O)c1oc2ccc(Br)cc2c1-n1cccc1
  A: 8%; B: -4%; C: 21; D: 15%; E: -10%; F: -17%; G: 48; H: -19%; I: 14%
CC1(C)CC(=O)c2cc3c(N)c(C(=O)NCc4ccccc4)sc3nc2C1
  A: 19%; B: 9%; C: -3; D: -2%; E: -15%; F: 5%; G: -1; H: -15%; I: -10%
COC(=O)c1ccccc1N1C(=O)[C@@H]2C(c3ccc(Br)cc3)=NO[C@@H]2C1=O
  A: 2%; B: 0%; C: 3; D: 0%; E: 1%; F: 2%; G: 0; H: 3%; I: 3%
CCOC(=O)CCC(NC(=O)c1ccc(NCN2C(=O)CCC2=O)cc1)C(=O)OCC (configuration not stated)
  A: -13%; B: -1%; C: 6; D: -15%; E: -3%; F: -2%; G: 20; H: 9%; I: 5%
Cc1ccc(NC(=O)c2ccc(-c3nn(C)c(=O)c4ccccc34)cc2)c(C)c1
  A: -6%; B: 0%; C: 0; D: -8%; E: -9%; F: 13%; G: 1; H: 5%; I: 2%
CC(C)(C)c1ccc(C(=O)N/C(=C/c2cccs2)C(=O)NCc2ccco2)cc1
  A: -1%; B: -3%; C: -11; D: -23%; E: -3%; F: 8%; G: -68*; H: 18%; I: 3%
C[C@@H](O)[C@@H]1NC(=O)c2cc([N+](=O)[O-])cc(I)c2NCC[C@@H](C(N)=O)NC(=O)CNC1=O
  A: 2%; B: 2%; C: -25; D: -5%; E: 0%; F: -2%; G: 22; H: -3%; I: 17%
